# 5HT1E ag = agonists of human 5-HT1E serotonin receptor; CHO 5-HT1E Ga15 NFAT-bla reporter, FRET; 0% DMSO wells, 100% control agonist wells; 65,000 compounds, 0.69% hits; activation, % at 6 µM;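 active = activation above a set limit, the screen-wide mean activation plus 3 SD, cut at about 8.5% in these data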;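 note: 100% = positive control agonist at 1 µM giving full maximal response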
# 5HT1a antag = blocks the human serotonin 5-HT1a receptor. inhibition, % at 10 µM. 62,000 compounds, 0.68% hits. P08908. CHO 5-HT1a Ga15 NFAT-bla reporter, antagonist mode;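 active = inhibition above the mean of all tested compounds plus 3 SD, cut at about 43% in these data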;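 note: receptor stimulated by 5-CT agonist at 100 nM near EC80; beta-lactamase reporter measured by ratiometric fluorescence of a cleavable substrate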
# Target sequence (P08908 whole entry, looked up): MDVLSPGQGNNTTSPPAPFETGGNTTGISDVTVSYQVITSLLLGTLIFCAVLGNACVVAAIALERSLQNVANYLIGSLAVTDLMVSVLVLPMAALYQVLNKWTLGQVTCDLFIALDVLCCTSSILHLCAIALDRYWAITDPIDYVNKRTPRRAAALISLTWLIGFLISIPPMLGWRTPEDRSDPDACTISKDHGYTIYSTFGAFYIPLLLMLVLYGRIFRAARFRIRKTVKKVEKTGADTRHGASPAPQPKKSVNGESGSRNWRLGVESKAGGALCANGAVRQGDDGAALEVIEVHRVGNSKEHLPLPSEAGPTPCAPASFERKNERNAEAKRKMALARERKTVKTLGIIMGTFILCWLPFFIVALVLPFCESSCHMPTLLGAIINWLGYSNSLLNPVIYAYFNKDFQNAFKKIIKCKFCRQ
# RORa activator = activates the human nuclear receptor RORA | activation, % at 10 µM | CHO-K1 Gal4-RORA LBD luciferase reporter, luminescence; percent increase over mock-subtracted basal signal | 65,000 compounds, 1.5% hits | P35398;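 active = activation above the mean of all tested compounds plus 3 SD, cut at about 49% in these data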;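 note: 0% = DMSO-treated RORA cells and 100% = added signal equal to DMSO minus mock-transfected cells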
# Target sequence (P35398 whole entry, looked up, the tested form may be a part): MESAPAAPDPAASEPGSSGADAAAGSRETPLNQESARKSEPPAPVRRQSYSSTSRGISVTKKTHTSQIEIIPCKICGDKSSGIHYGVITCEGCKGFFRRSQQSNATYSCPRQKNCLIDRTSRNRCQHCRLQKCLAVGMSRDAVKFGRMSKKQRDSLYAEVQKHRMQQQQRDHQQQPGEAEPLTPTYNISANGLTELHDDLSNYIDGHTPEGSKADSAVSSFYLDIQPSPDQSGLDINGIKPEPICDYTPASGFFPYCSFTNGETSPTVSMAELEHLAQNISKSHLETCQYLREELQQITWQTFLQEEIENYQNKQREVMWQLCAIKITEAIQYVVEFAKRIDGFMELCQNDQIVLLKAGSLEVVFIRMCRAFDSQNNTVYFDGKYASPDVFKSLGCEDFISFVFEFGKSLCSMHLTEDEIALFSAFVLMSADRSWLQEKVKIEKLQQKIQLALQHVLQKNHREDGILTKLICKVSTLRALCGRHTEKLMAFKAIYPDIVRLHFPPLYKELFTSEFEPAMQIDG
# HTR1E antagonist = 5-HT1E (human) receptor antagonism. 65,000 compounds, 0.99% hits. inhibition, % at 6 µM. P28566. CHO 5-HT1E Ga15 NFAT-bla reporter, FRET, antagonist. AID 571;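 active = inhibition above a set limit, the mean inhibition across every tested compound plus 3 SD, cut at about 29% in these data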;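 note: signal is the 460 over 535 nm emission ratio of beta-lactamase substrate; 0% = agonist plus DMSO wells and 100% = wells without agonist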
# S1P1 ag-PAM = activates or potentiates agonism at human S1P1 receptor; P21453; S1P1 CRE-bla cells, forskolin, beta-lactamase FRET, potentiator mode; S1P1 agonist co-added at EC20, 2 nM; 100% = saturating reference agonist, 0% = basal; activation, % at 9.5 µM; 56,000 compounds, 0.57% hits; AID 449;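 active = activation above a cutoff set at the mean activation of all tested compounds plus 3 SD, cut at about 54% in these data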;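 note: forskolin at 4 µM as EC80 and the EC20 agonist is SEW2871; 100% = SEW2871 at its EC100 plus forskolin at EC80; some compounds past the cut are filed as inactive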
# S1P3 ag = activates the human S1P3 receptor | S1P3 NFAT-BLA reporter cells, agonism, FRET ratio; relative to 1 µM S1P, basal subtracted | activation, % at 4.5 µM | 60,000 compounds, 0.1% hits;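 active = activation above the screen-wide mean plus 3 SD, cut at about 4.5% in these data, passing the limit was not always enough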; note: some compounds called inactive have numbers as strong as hits
#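 Assay system: CHO cells stably expressing human S1P3, Gα16 and NFAT-β-lactamase reporter. Timing: overnight plating, 4 h compound 37 °C, 2 h substrate RT. Signal: β-lactamase FRET emission ratio 460/535 nm. Measure: percent activation versus median 1 µM S1P response, basal-subtracted, per plate. Repeats: primary screen single test, confirmation screen in triplicate.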
# tolC growth inh = E. coli tolC mutant growth inhibition | E. coli BW25113 tolC mutant growth, OD615 | growth inhibition, % at 10 µM (by protocol) | 65,000 compounds, 2.2% hits | AID 573;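 active = growth inhibition at or above a cutoff equal to the mean over every tested compound plus 3 SD, cut at about 60% in these data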;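 note: growth measured after 20 h incubation at 37 °C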
#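 Test system: tolC-deleted E. coli BW25113 | Medium: LB with kanamycin 50 µg/mL | Compound dosing: Single concentration, 10 µM final per compound | Schedule: 37 °C, 20 h exposure | Measured by: OD at 615 nm | Evaluation: Percent growth inhibition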
# AP complement = alternative pathway complement inhibition, orthogonal assay; inhibition, % at 5 µM; 62,000 compounds, 0.08% hits; Human serum alternative complement pathway, LPS-coated ELISA, C3 deposition; tested in compound mixtures;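 active = inhibition above 30% in each of the two pooled mixtures holding the compound, so the lower value exceeds 30%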;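 note: 0% = serum in Mg-EGTA without compound and 100% = EDTA serum blank; some compounds past the cut are filed as inactive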
#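 Test system – human serum alternative complement pathway, C3 deposition on LPS-coated wells · Buffer or medium – diluted human serum in Mg2+-EGTA GVB++ · Compound dosing – 5 µM each compound, pools of ten, 50 µM per pool · Schedule – 1 h serum-compound exposure at 37 °C · Measured by – Anti-C3 ELISA, OD 450 nm · Read-out basis – percent inhibition of C3 deposition onto LPS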
# SF1 activator = activates the human nuclear receptor SF-1; Q13285; CHO-K1 Gal4-SF-1 LBD luciferase reporter; % increase over DMSO SF-1-specific signal; activation, % at 10 µM; 65,000 compounds, 1.9% hits; AID 522;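 active = activation above the mean activation of all tested compounds plus 3 SD, cut at about 50% in these data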
#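 Test system: transient Gal4-SF-1 LBD reporter, CHO-K1; Amount: 4,000 CHO-K1 cells per well; Doses: 10 µM only; Timing: compound exposure 20 h at 37 °C; Signal: luciferase light emission; Read-out basis: percent activation relative to DMSO median and mock-transfected background; Control set: DMSO negative control and −SF1 background wells; Replicates: one test per compound.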
# Numbers without * were called inactive; . = not tested or not shown.
# Keys – A = 5HT1E ag; B = 5HT1a antag; C = RORa activator; D = HTR1E antagonist; E = S1P1 ag-PAM; F = S1P3 ag; G = tolC growth inh; H = AP complement; I = SF1 activator
> Cc1cccc(CN2CCN(c3ccccn3)CC2)c1
  A: -0.8	B: 18	C: -13	D: 6	E: -9	F: -0.6	G: -8	H: 1	I: -5
> CCC(C)NC(=O)C1CCN(C(=O)N(C)C)CC1 (centres undefined)
  A: -0.9	B: -4	C: -11	D: 13	E: -14	F: -0.8	G: -9	H: 4	I: -11
> CCS(=O)(=O)N1CCN(C(=O)CC(C)C)CC1
  A: -0.6	B: 0	C: 2	D: 5	E: .	F: -0.5	G: -14	H: -9	I: 13
> CCOC(=O)N1CCN(C(=O)CN(c2cccc(C(F)(F)F)c2)S(C)(=O)=O)CC1
  A: 1.0	B: -5	C: 3	D: 0	E: .	F: .	G: -13	H: 5	I: -6
> COc1cccc(C2=Nn3c(nnc3-c3ccccc3O)SC2)c1
  A: -0.8	B: 6	C: 8	D: 13	E: 6	F: -0.7	G: 12	H: 10	I: -15
> Cc1nc(C)c(C(=O)NCc2ccc(Cl)cc2)o1
  A: 0.5	B: -18	C: -2	D: 2	E: 2	F: 0.4	G: -15	H: 8	I: 2
> O=C(O)c1nc2ccccc2nc1C(=O)O
  A: -0.8	B: -1	C: 44	D: 6	E: -15	F: -0.6	G: 5	H: 13	I: 58*
> O=C(Nc1cccc(Cl)c1N1CCCC1)c1ccc(Br)o1
  A: -1.1	B: 40	C: -13	D: 6	E: -11	F: -1.3	G: 60	H: 12	I: -12
> CNc1nc2sc3c(c2c(=O)n1C)CC(C)(C)SC3
  A: 0.9	B: -10	C: 33	D: 2	E: 0	F: 0.0	G: 23	H: -1	I: 3
> Cc1cc(NC2C3CC4CC(C3)CC2C4)n2ncnc2n1 (centres undefined)
  A: -0.8	B: -12	C: -10	D: -4	E: -4	F: -0.3	G: 5	H: 0	I: -4
> Cc1ccc(-c2noc(CN3CCC(C(N)=O)CC3)n2)cc1
  A: 0.0	B: -17	C: 8	D: 10	E: 1	F: -0.9	G: -10	H: 14	I: 17
> CC1CCN(S(=O)(=O)c2cc(Br)cc(C(=O)NC3=NCCS3)c2)CC1
  A: 0.2	B: -4	C: 14	D: -4	E: -25	F: 2.2	G: 12	H: 2	I: -5
> O=C(Nc1nc(-c2ccc3c(c2)OCO3)cs1)C1CC1
  A: 0.9	B: -6	C: 72*	D: 2	E: 3	F: -1.2	G: 27	H: 9	I: 51*
> CC(NC(=O)Cn1cnnn1)C12CC3CC(CC(C3)C1)C2 (centres undefined)
  A: -1.2	B: -4	C: 4	D: 10	E: 2	F: 0.0	G: -15	H: 20	I: -6
> Cc1noc(NS(=O)(=O)c2ccc(NC(=O)COc3ccccc3)cc2)c1C
  A: 2.4	B: .	C: -9	D: -6	E: -10	F: 1.6	G: 2	H: .	I: -3
> Cc1sc2ncn(CCC(=O)O)c(=O)c2c1C
  A: 0.6	B: -16	C: 28	D: -4	E: 10	F: -0.1	G: -1	H: 3	I: -2
> COC(=O)COc1ccc(S(=O)(=O)Nc2ccc(NC(C)=O)cc2)cc1C
  A: -0.1	B: -10	C: -7	D: 0	E: -1	F: 0.3	G: 4	H: 4	I: 3
> COc1ccccc1N1CCN(C(=O)c2cc(-c3ccc(Cl)cc3)on2)CC1
  A: 0.5	B: 0	C: 0	D: -13	E: -39	F: 0.2	G: 54	H: 6	I: -2
> COc1cccc(-n2nnc3c(=O)n(Cc4ccc(F)cc4)cnc32)c1
  A: -0.1	B: -8	C: 2	D: -2	E: .	F: .	G: 20	H: -8	I: 7
> CC1CCN(CCc2nc3cc(NS(=O)(=O)c4ccccc4)ccc3n2C)CC1
  A: 0.3	B: -2	C: 23	D: -5	E: -1	F: -0.2	G: -14	H: 6	I: -13
> CCn1c(NC(=O)c2cccs2)nc2ccccc21
  A: -0.4	B: 25	C: 31	D: -10	E: -26	F: -0.5	G: 28	H: 5	I: 38
> CCCn1c(=O)c2ccccc2n2c(SCC(=O)c3cc(C)n(CC4CCCO4)c3C)nnc12 (centres undefined)
  A: 0.1	B: 11	C: 9	D: 2	E: -9	F: 0.5	G: -3	H: 9	I: -7
> O=C1N/C(=C\c2ccccc2)c2ccccc21
  A: 0.5	B: 10	C: 51*	D: 10	E: -18	F: 0.0	G: -12	H: -1	I: 63*
> Cc1ccc2[nH]c(=O)c(CN(CCO)Cc3nnnn3CCc3ccccc3)cc2c1
  A: 0.4	B: 0	C: -17	D: 1	E: -3	F: -0.8	G: -12	H: 8	I: -2
> CC(/C=C/c1ccccc1)NC(N)=O (centres undefined)
  A: 0.3	B: 3	C: -1	D: -2	E: -30	F: -0.3	G: -18	H: -3	I: 0
> Cc1cccc(-n2ncc3c(N4CCCC4)ncnc32)c1
  A: -0.4	B: -6	C: -38	D: -2	E: -11	F: 0.6	G: 3	H: .	I: -23
> CCOC(=O)CSc1nc(N)c2c3c(sc2n1)CCCC3
  A: 0.7	B: .	C: -3	D: -15	E: 16	F: -2.8	G: -4	H: 2	I: 3
> Cn1c(=O)c2c(nc(CN3CCC(C(N)=O)CC3)n2Cc2ccccc2Cl)n(C)c1=O
  A: 0.5	B: -4	C: 30	D: 4	E: 10	F: -0.2	G: 0	H: -19	I: 4
> CCOC(=O)CCn1c2nc(C)cc(C)c2c(=O)n1-c1ccccc1
  A: -0.7	B: -2	C: -6	D: 3	E: -3	F: 0.0	G: -14	H: 14	I: 5
> Cc1cc(SCC(=O)c2ccccc2)n2nc(C)nc2n1
  A: -0.7	B: 15	C: -3	D: 24	E: 0	F: -1.1	G: -11	H: 2	I: -31
> CC(=O)c1c(C)[nH]c(C(=O)CSc2nnc(C3CCCCC3)n2N)c1C
  A: 0.2	B: -6	C: 4	D: -8	E: -4	F: -1.2	G: -3	H: 10	I: 1
> CCN1CCN(C(c2cccs2)C(C)NC(=O)c2cccnc2)CC1 (centres undefined)
  A: 0.1	B: -10	C: -27	D: -5	E: 1	F: -0.4	G: -22	H: 9	I: 1
> CCCn1c(SCC(=O)NC2CCCCC2)nnc1-c1ccncc1
  A: -1.4	B: 13	C: 6	D: 11	E: -1	F: -0.6	G: -22	H: 4	I: 3
> COCCCNS(=O)(=O)c1ccc(OC)c(Cl)c1Cl
  A: -1.2	B: 2	C: -6	D: 4	E: -5	F: -0.4	G: -4	H: 13	I: -4
> CCN(CC)CCN1C(=O)C(=O)/C(=C(/O)c2c(C)[nH]c(C(=O)OC)c2C)C1c1cccc(OC)c1 (centres undefined)
  A: -0.1	B: .	C: -22	D: 4	E: 0	F: -3.3	G: 12	H: .	I: -6
> Cc1ccc(N2CCn3c2nc2c3c(=O)n(CCc3ccccc3)c(=O)n2C)cc1
  A: -0.2	B: -1	C: -9	D: -9	E: 15	F: -0.2	G: -10	H: 9	I: -2
> COc1ccc(Cn2nnnc2CN(Cc2cc3cccc(C)c3[nH]c2=O)C2CCCC2)cc1
  A: 0.9	B: 14	C: 13	D: -11	E: -17	F: -1.0	G: 41	H: 1	I: -8
> COCCN1C(=O)c2oc3ccccc3c(=O)c2C1c1ccc(OC)c(OC)c1 (centres undefined)
  A: 1.8	B: -9	C: -7	D: -11	E: -26	F: 0.2	G: -11	H: 7	I: 4
> CCCCc1nnc(NC(=O)C2CCCO2)s1 (centres undefined)
  A: 1.0	B: -3	C: 34	D: -1	E: 6	F: -0.6	G: -3	H: 4	I: 35
> CC1CN(CCc2ccccc2)c2nc3c(c(=O)[nH]c(=O)n3C)n2C1 (centres undefined)
  A: -0.9	B: 10	C: -9	D: 4	E: -9	F: -0.3	G: -13	H: -5	I: -2

# Single entries from the list.
# CCCCc1nnc(NC(=O)C2CCCO2)s1 (centres undefined) – S1P1 ag-PAM = 6
# CC1CN(CCc2ccccc2)c2nc3c(c(=O)[nH]c(=O)n3C)n2C1 (centres undefined) – RORa activator = -9

# Part of the list above in a different format:
# Every second line gives: 5HT1E ag, 5HT1a antag, RORa activator, HTR1E antagonist, S1P1 ag-PAM, S1P3 ag, tolC growth inh, AP complement, SF1 activator
Cc1cccc(CN2CCN(c3ccccn3)CC2)c1
 : -0.8, 18, -13, 6, -9, -0.6, -8, 1, -5
CCC(C)NC(=O)C1CCN(C(=O)N(C)C)CC1 (centres undefined)
 : -0.9, -4, -11, 13, -14, -0.8, -9, 4, -11
CCS(=O)(=O)N1CCN(C(=O)CC(C)C)CC1
 : -0.6, 0, 2, 5, ., -0.5, -14, -9, 13
CCOC(=O)N1CCN(C(=O)CN(c2cccc(C(F)(F)F)c2)S(C)(=O)=O)CC1
 : 1.0, -5, 3, 0, ., ., -13, 5, -6
COc1cccc(C2=Nn3c(nnc3-c3ccccc3O)SC2)c1
 : -0.8, 6, 8, 13, 6, -0.7, 12, 10, -15
Cc1nc(C)c(C(=O)NCc2ccc(Cl)cc2)o1
 : 0.5, -18, -2, 2, 2, 0.4, -15, 8, 2
O=C(O)c1nc2ccccc2nc1C(=O)O
 : -0.8, -1, 44, 6, -15, -0.6, 5, 13, 58*
O=C(Nc1cccc(Cl)c1N1CCCC1)c1ccc(Br)o1
 : -1.1, 40, -13, 6, -11, -1.3, 60, 12, -12
CNc1nc2sc3c(c2c(=O)n1C)CC(C)(C)SC3
 : 0.9, -10, 33, 2, 0, 0.0, 23, -1, 3
Cc1cc(NC2C3CC4CC(C3)CC2C4)n2ncnc2n1 (centres undefined)
 : -0.8, -12, -10, -4, -4, -0.3, 5, 0, -4

# Later entries:
# Keys – A = 5HT1E ag; B = 5HT1a antag; C = RORa activator; D = HTR1E antagonist; E = S1P1 ag-PAM; F = S1P3 ag; G = tolC growth inh; H = AP complement; I = SF1 activator
> CCn1cnc2c1c(=O)n(CC(=O)Nc1cc(C)on1)c(=O)n2Cc1ccccc1
  A: -0.7	B: -9	C: -16	D: -8	E: -12	F: -0.2	G: -2	H: 22	I: 1
> C=CCNc1sc(C(=O)c2cccs2)c(N)c1C#N
  A: 0.1	B: -5	C: 10	D: 17	E: -11	F: 0.7	G: -12	H: 15	I: 8
> C=CCSc1nc2nc(C)cc(C)n2n1
  A: -0.4	B: -10	C: 6	D: 5	E: -15	F: -0.5	G: -26	H: 2	I: -3
> Cc1cccn2c(=O)c3cc(C(=O)NC4CCCCC4)c(=N)n(CCN4CCOCC4)c3nc12
  A: -0.7	B: -15	C: -8	D: -2	E: 12	F: 0.0	G: -20	H: 13	I: -16

# Screening results deposited in PubChem BioAssay by several laboratories.
